Screens (PubChem)
STAT1 act: STAT1 signaling activators, primary screen, cell-based, HTS, luciferase reporter | NIH 3T3 STAT1-luciferase reporter, IFN-gamma, luminescence; 100% = IFN-gamma alone, no compound | activation (% of control), % at 5.5 µM | 200,000 tested, 2.6% active | AID 932, 2007;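 active means activation above the screen-wide mean activation plus 3 SD, cut at about 130% in these data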;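 further: raw ratio to IFN-gamma control signal so 100% means no change and 0% no light; values of inactives mirror those of a sister screen read the other way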
APP transl inh: inhibitors of APP translation via 5'UTR reporter, primary screen, APP 5'UTR luciferase, SH-SY5Y cells. 190,000 tested, 0.82% active. inhibition, % at 2 µM. SH-SY5Y APP 5'UTR-luciferase reporter, luminescence;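 active means inhibition above a set limit, derived from the sample mean plus 3 SD, cut at about 45% in these data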; further: values of inactives mirror those of a sister screen read the other way
FLuc inhib CS: firefly luciferase enzyme inhibitors, primary screen, artefact control for luciferase-based inhibitor screens, biochemical, luminescence, ATPLite. Luciferin 4-monooxygenase (Photinus pyralis), P08659. 200,000 tested, 1.5% active. 10 min. inhibition, % at 10 µM. AID 1006, 2008;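 active means inhibition above about 50% when tested at 10 µM, limit read from the data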
Target sequence (P08659 whole entry, looked up): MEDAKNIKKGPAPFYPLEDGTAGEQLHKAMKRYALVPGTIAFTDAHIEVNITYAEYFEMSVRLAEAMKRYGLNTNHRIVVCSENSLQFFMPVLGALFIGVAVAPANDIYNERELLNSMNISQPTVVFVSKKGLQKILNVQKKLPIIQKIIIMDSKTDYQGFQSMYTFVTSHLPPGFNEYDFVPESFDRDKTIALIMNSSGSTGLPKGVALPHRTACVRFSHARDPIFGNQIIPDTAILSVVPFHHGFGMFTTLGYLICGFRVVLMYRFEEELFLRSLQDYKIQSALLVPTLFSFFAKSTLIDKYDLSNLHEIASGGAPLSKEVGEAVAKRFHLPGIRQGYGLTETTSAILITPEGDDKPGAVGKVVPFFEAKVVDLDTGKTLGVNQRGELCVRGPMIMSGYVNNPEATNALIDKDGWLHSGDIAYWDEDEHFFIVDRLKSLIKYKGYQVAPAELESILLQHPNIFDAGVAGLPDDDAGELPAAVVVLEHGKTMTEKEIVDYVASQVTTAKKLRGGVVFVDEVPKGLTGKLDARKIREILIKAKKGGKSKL
APP 5'UTR act: activators of APP 5'UTR luciferase reporter, primary screen, SH-SY5Y cells | SH-SY5Y APP 5'UTR luciferase reporter, luminescence; zero percent = DMSO vehicle wells | activation, % at 2 µM | 190,000 tested, 1% active | AID 1276, 2008;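 active means activation above a set limit, based on mean plus 3 SD of controls, cut at about 140% in these data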; further: values of inactives mirror those of a sister screen read the other way
Hsp70 activator: Hsp70 transcriptional activators, primary screen, cell-based, HeLa, Hsp70 promoter luciferase, luminescence, 10 µM; 200,000 tested, 0.04% active; activation, % at 10 µM; HeLa Hsp70 promoter luciferase reporter; scaled: vehicle 0, proteasome-inhibitor control 100%;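 active means activation above the mean across all tested compounds plus 3 SD, cutoff set per campaign, cut at about 5.5% in these data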;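 further: 100% = MG132 at 30 µM as the positive control and 0% = DMSO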
Redox H2O2 prof: compounds producing H2O2 with reducing agent – biochemical, NIH compound library profiling, artefact control for MLSCN library redox annotation, primary screen; DTT-dependent redox cycling H2O2, phenol red/HRP absorbance; 100% = 100 µM peroxide control, 0% = buffer; activation, % at 10 µM; 200,000 tested, 0.03% active;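 active means activation of at least 50% relative to the plate's high and low controls in the primary single-dose screen; inactive means activation below 50%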;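 further: compound incubated with DTT at 0.8 mM final as the reducing agent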
FLuc stim CS: FLuc activators, initial screening, artefact control for FLuc-dependent activation tests, biochemical, ATPlite luminescence | activation factor at 10 µM | ATPlite luciferase biochemical, 10 min; 0 = ATP-free wells, 1 = DMSO control | AID 1027, 2008 | 200,000 tested, under 10 active | Luciferin 4-monooxygenase (Photinus pyralis), P08659;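 active means luciferase activation factor, scaled between plate controls, of at least 2 with compound at 10 µM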
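Assay system – cell-free luciferase reagent · Medium – PBS-based ATP solution · Dosing – test compounds dosed from 2 mM stocks in 100% DMSO · Timing – 10 min, room temperature · Technique – light output (luminescence) · Measure – luminescence gain marking luciferase activators · Controls – No-ATP low control, compound-free enzyme-plus-ATP high control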
G6PDH CS: L. mesenteroides G6PDH inhibitors, counter-screen for G6PDH-coupled screening assays, biochemical, Leuconostoc mesenteroides enzyme; 200,000 tested, 0.12% active; Purified L. mesenteroides G6PDH, diaphorase/resazurin coupled fluorescence, 45 min; inhibition, % at 5 µM; glucose-6-phosphate dehydrogenase [Leuconostoc mesenteroides]; in the data active means inhibition above about 50%
Efa HMGR inh: inhibitors of E. faecalis class II HMGR, primary screen, biochemical, Enterococcus faecalis; HMG-CoA reductase (Enterococcus faecalis, mvaE); purified E. faecalis HMGR, NADPH absorbance 340 nm kinetic; inhibition, % at 10 µM; 190,000 tested, 0.41% active;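 active means inhibition above a set limit, the median over all tested compounds plus 3 SD, cut at about 9.5% in these data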;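 further: enzyme runs in reverse so mevalonate oxidation gives rising NADPH absorbance; 0% = complete reaction with DMSO and 100% = background rate lacking mevalonate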
NF-kB expr up: activators of NF-kB expression in neurons, primary screen, cell-based, HTS; human neuronal cells, NF-kB reporter expression; active compounds read high; 190,000 tested, 1.6% active; fold change at 12.5 µM; in the data active means fold change above about 3.3
The depositor's hits bear a star; . = not tested or not shown.

Each structure is followed by: STAT1 act	APP transl inh	FLuc inhib CS	APP 5'UTR act	Hsp70 activator	Redox H2O2 prof	FLuc stim CS	G6PDH CS	Efa HMGR inh	NF-kB expr up
COc1cc(NC(=O)c2cccnc2)ccc1-c1cc2ccccc2oc1=O
→ 110	0	1	0	-0.1	0.2	1	7	-2	1
O=C(Nc1ccc(F)cc1)OCCN1CCN(Cc2ccccc2)CCC1=O
→ 97	-6	-7	6	-0.2	0.2	1.1	14	-1	1.2
CC(=O)Nc1ccc(NC(=O)/C(Cl)=C/c2ccccc2)cc1
→ 124	-82	3	82	0.0	-4.9	1	3	-7	1.6
Cc1ccc(-c2csc(N)n2)s1
→ 110	-7	7	7	0.1	-0.4	0.9	6	3	1.4
Cc1cc(N)n(-c2ccc(C)c(C)c2)n1
→ 116	-20	9	20	0.0	2.0	0.9	6	-6	1.9
COc1ccc(/C=C/C(=O)N2CCN(C)CC2)cc1S(=O)(=O)N1CCCCC1
→ 108	-1	-3	1	-0.1	-3.2	1	1	-4	1.5
CC(=O)Nc1ccc(NC(=O)c2ccc(Cn3cc(Cl)cn3)cc2)cc1
→ 92	-20	-5	20	-0.3	0.4	1	-7	-2	0.74
CCc1ccc(Nc2nnc(SCC(=O)Nc3cccnc3Cl)s2)cc1
→ 93	26	48	-26	-0.3	-0.3	0.5	-25	3	0.93
Cc1cccc(N2CCN(C(=O)C3CCCN(S(=O)(=O)c4cnc[nH]4)C3)CC2C)c1 (centres undefined)
→ 100	10	-9	-10	-0.4	0.5	1.1	4	-2	0.83
Cc1cc(C)c(S(=O)(=O)N2CCOC2CNC(=O)C(=O)NCc2ccco2)c(C)c1 (centres undefined)
→ 108	10	-15	-10	-0.1	0.5	1.1	15	5	1.1

Whole records as entered above. Screens in order: STAT1 act | APP transl inh | FLuc inhib CS | APP 5'UTR act | Hsp70 activator | Redox H2O2 prof | FLuc stim CS | G6PDH CS | Efa HMGR inh | NF-kB expr up
Listed for Cc1ccc(-c2csc(N)n2)s1 = 110 | -7 | 7 | 7 | 0.1 | -0.4 | 0.9 | 6 | 3 | 1.4
Listed for Cc1cc(N)n(-c2ccc(C)c(C)c2)n1 = 116 | -20 | 9 | 20 | 0.0 | 2.0 | 0.9 | 6 | -6 | 1.9

(continued)
Each structure is followed by: STAT1 act	APP transl inh	FLuc inhib CS	APP 5'UTR act	Hsp70 activator	Redox H2O2 prof	FLuc stim CS	G6PDH CS	Efa HMGR inh	NF-kB expr up
Cn1c(SCC(=O)Nc2ccccc2)nnc1C(F)(F)F
→ 106	3	-2	-3	0.0	0.4	1	5	-2	1.2
Clc1nccnc1-c1ccccc1
→ 103	-23	-1	23	-0.1	-0.2	1	3	1	1.2
Cc1c(Cl)c(C(=O)Nc2nc3ccccc3n2CCN2CCCCC2)nn1C
→ 102	-4	-1	4	-0.1	-0.7	1	-7	-3	1.2
CC(=O)Nc1ccc(NC(=O)Oc2ccccc2)cc1
→ 103	-4	1	4	-0.3	0.4	1	3	2	1.2
O=C(CCN1C(=O)c2ccccc2C1=O)C1=NN[C@@H]2C(=O)N(c3cccc(Cl)c3)C(=O)[C@H]12
→ 102	7	-1	-7	-0.5	-0.9	1	-1	-6	0.87
Cc1ccc2c(CN3CCN(C(=O)c4ccco4)CC3)cc(=O)oc2c1C
→ 92	4	-3	-4	0.1	0.6	1	0	-3	0.9
CC(=O)Nc1ccc(S(=O)(=O)NC2=C(N3CCN(Cc4ccccc4)CC3)C(=O)c3ccccc3C2=O)cc1
→ 99	-1	-3	1	-0.3	0.8	1	37	-4	0.37
COc1cccc(C(=O)Nc2ccccc2N2CCOCC2)c1
→ 93	7	-5	.	-0.1	-0.4	1.1	0	2	1.1
CCOC(=O)CN(C(=O)CSc1nnc(CNc2ccc(C)cc2C)o1)c1ccccc1
→ 104	-8	-9	8	-0.2	-1.1	1.1	12	-2	0.8
CC(NC(=O)OCc1ccccc1)C(=O)OCN1C(=O)c2ccccc2C1=O (centres undefined)
→ 103	-7	-2	7	-0.1	2.5	1	4	-6	1.2

Additional structures follow:
Each structure is followed by: STAT1 act	APP transl inh	FLuc inhib CS	APP 5'UTR act	Hsp70 activator	Redox H2O2 prof	FLuc stim CS	G6PDH CS	Efa HMGR inh	NF-kB expr up
CCOc1cc(/C=C2\SC(=Nc3ccc(F)cc3)N(c3ccc(F)cc3)C2=O)ccc1OCC(=O)O
→ 96	-13	2	13	0.1	-0.8	1	24	0	0.99
Cc1cccc(-n2ncc(C#N)c2-n2cccc2)c1
→ 97	-3	-6	3	-0.4	15	1.1	7	0	0.99
C#CCOCCOCCOCCNc1nc(N2CCN(C(=O)[C@H](C)n3cc(CCCN=C(N)N)nn3)CC2)nc(N2CCN(C(=O)[C@H](CCCCN)n3cc(CCCC)nn3)CC2)n1
→ 107	-14	-4	14	-0.3	0.3	1	2	10*	0.88
Cc1cc(NS(=O)(=O)Cc2ccccc2)no1
→ 102	-21	-3	21	0.6	-0.3	1	2	2	0.93
O=C(/C=C/c1ccc(S(=O)(=O)NCc2ccco2)cc1)NCc1ccccc1Cl
→ 90	8	-4	-8	-0.5	0.1	1	-33	-7	1.9
COc1cc(C(=O)NCCOc2cccc3cccnc23)cc(OC)c1OC
→ 83	-1	-3	1	-0.3	-0.2	1	7	-5	1
COc1cc(C)c(S(=O)(=O)N2CCN=C2c2ccccc2)cc1C
→ 104	-2	-4	2	-0.5	0.2	1	14	-6	0.84
O=c1cccccc1NCc1ccccc1
→ 103	16	2	-16	-0.3	0.0	1	13	-6	1.4
Cc1cc(S(=O)(=O)NCCc2ccccc2)c(C)s1
→ 101	2	-3	-2	0.3	-0.3	1	14	-1	1.1
Nn1c(=O)c2ccccc2n2c(SCc3ccc(C(F)(F)F)cc3)nnc12
→ 98	6	-3	-6	-0.3	0.1	1	0	0	1.4

Next section.
Each structure is followed by: STAT1 act	APP transl inh	FLuc inhib CS	APP 5'UTR act	Hsp70 activator	Redox H2O2 prof	FLuc stim CS	G6PDH CS	Efa HMGR inh	NF-kB expr up
CCc1cccc(NC(=O)Cn2cccc2)c1
→ 99	0	4	0	-0.2	0.1	1	-3	1	1.4
O=[N+]([O-])c1cnc(N2CCCCC2)c([N+](=O)[O-])c1
→ 96	-35	-5	35	-0.2	-0.2	1	9	0	0.87
CC(=O)c1cc(C#N)c(Oc2ccc(F)cc2)nc1C
→ 102	2	-5	-2	-0.4	2.3	1.1	5	-7	1.3
Nc1c(NCc2ccccc2)c2ccccc2oc1=O
→ 96	-9	-5	9	-0.2	-3.1	1.1	-6	-5	0.93
O=C(COC(=O)c1ccccc1)Nc1cccc(S(=O)(=O)N2CCOCC2)c1
→ 102	9	-7	-9	0.3	0.3	1.1	3	0	0.87
Cc1nc(-c2cccc(NS(C)(=O)=O)c2)cs1
→ 99	.	0	.	-0.5	1.7	1	-7	1	1.9
CC(=O)c1ccc(NC(=O)Oc2ccccc2)cc1
→ 96	.	-4	.	-0.3	0.2	1	2	-1	1.1
O=C(CC(c1ccc(F)cc1)c1ccco1)Nc1nccs1 (centres undefined)
→ 100	-5	-4	5	-0.4	-1.1	1	10	7	1
Cc1ccc(/C=C/S(=O)(=O)NCc2ccc(F)cc2)cc1
→ 94	0	-5	0	0.0	-0.2	1	-4	-3	1.3
CCCc1ccc(-c2cc(C(=O)N/N=C/c3ccc([N+](=O)[O-])o3)c3ccccc3n2)cc1
→ 78	-62	94*	62	-0.3	0.1	0.1	-2	3	2.8

(cont.)
Each structure is followed by: STAT1 act	APP transl inh	FLuc inhib CS	APP 5'UTR act	Hsp70 activator	Redox H2O2 prof	FLuc stim CS	G6PDH CS	Efa HMGR inh	NF-kB expr up
Cc1ccc(S(=O)(=O)NCC2CCC(C(=O)NCc3cccnc3)CC2)cc1 (centres undefined)
→ 100	-12	-2	12	-0.4	-0.2	1	1	-4	1.1
O=C(CSCc1cccc(F)c1)NCc1ccccc1
→ 133*	-2	3	2	-0.1	-0.7	1	-1	-1	2.2
COC(=O)Nc1ccc(OC)c(OC)c1
→ 97	36	2	-36	-0.5	0.7	1	3	-2	1.2
COc1cc(/C=N/Nc2nc(N3CCCCC3)nc(N3CCCCC3)n2)ccc1OC(=O)c1ccco1
→ 104	10	-6	-10	-0.1	-0.3	1.1	-7	4	0.83
CC(C)COc1ccc(/C(=N/O)c2ccccc2)cc1
→ 105	-9	4	9	-0.1	4.1	1	6	-2	1.8
Cc1cccc(N2CCN(C(=O)c3ccccn3)CC2C)c1 (centres undefined)
→ 100	6	-4	-6	0.5	-0.6	1	5	0	1.2
CN(C)C(=O)c1ccc(-n2cnc3ccccc3c2=O)cc1
→ 112	7	-5	-7	-0.1	1.4	1.1	-2	-3	1.2
COc1ccc(-c2[nH]ncc2/C=C(\C#N)C(=O)NC2CC2)cc1
→ 103	10	-4	-10	-0.5	0.6	1	4	-2	1.2
CC(C)(C)c1cc(N)n2nc(C(C)(C)C)cc2n1
→ 104	-6	3	6	0.4	-0.5	1	17	-14	0.97
C/C(=N\NC(=O)C(C)Sc1ccccc1)C(C)(C)C (centres undefined)
→ 101	7	-6	-7	-0.3	0.8	1.1	5	1	1.2

Other results follow.
Each structure is followed by: STAT1 act	APP transl inh	FLuc inhib CS	APP 5'UTR act	Hsp70 activator	Redox H2O2 prof	FLuc stim CS	G6PDH CS	Efa HMGR inh	NF-kB expr up
Cc1noc(NS(=O)(=O)c2ccc(NC(=O)CCC3CCCCC3)cc2)c1C
→ 118	10	-3	-10	-0.3	1.3	1	6	-6	1.3
CCCN(CCC)c1ncnc2nc[nH]c12
→ 95	12	-1	-12	-0.4	-2.5	1	14	-3	0.76
Cc1ccc(S(=O)(=O)CNC(=S)c2cccc(C)c2)cc1
→ 102	15	-7	-15	-0.2	0.1	1.1	2	-4	0.98
COc1ccc(CCNC2CC(=O)N(CCc3ccccc3)C2=O)cc1 (centres undefined)
→ 95	-10	-7	10	0.2	0.0	1.1	0	-5	0.98
COc1ccc2nc(NCCCNC(=O)c3cc(OC)c(OC)c(OC)c3)c(C#N)cc2c1
→ 100	9	-8	-9	0.0	0.1	1.1	7	2	0.86
